# Pol eta inh: qHTS for Inhibitors of Polymerase Eta. DNA polymerase eta (Homo sapiens), Q9Y253. recombinant Pol eta, fluorescent DNA replication assay. Potency, µM (top dose mostly 114 µM), without a hit: top-dose activity change, negative = inhibition, hits mostly inhibitors. 390,000 compounds, 1.2% hits. AID 588591, 2011; also: % is scaled to controls: 0 for no effect and ±100 for the full control effect
#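 Fluorescent replication assay: 50 nM final substrate added after a 15 min room-temperature compound preincubation with 10 nM enzyme. Signal taken at 0 min and again at 10 min.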
# POLK inh: qHTS for Inhibitors of Polymerase Kappa. 400,000 compounds, 0.53% hits. DNA polymerase kappa (Homo sapiens), Q9UBT6. purified Pol kappa, fluorescent DNA synthesis assay, 10 min. Potency, µM (top dose mostly 107 µM), inactives show top-dose activity, negative = inhibition, most hits filed as inhibitors. AID 588579, 2011; also: % is scaled to controls: 0 for no effect and ±100 for the full control effect
#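 Inhibition of 10 nM Pol kappa is measured by a fluorescent read-out at 0 and 10 min following addition of 50 nM substrate (final), with a 15-min room-temperature compound preincubation.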
# POLB inh: qHTS Assay for Inhibitors of DNA Polymerase Beta; Potency, µM (highest dose often 114 µM), for inactives: top-dose activity change, negative = inhibition, most hits filed as inhibitors; Pol beta primer extension/strand displacement, fluorescence kinetic; AID 485314, 2010; P06746; 340,000 compounds, 1.3% hits; also: % is scaled to controls: 0 for no effect and ±100 for the full control effect
#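 Preincubation: enzyme (10 nM) with compound, 15 min, RT. Reaction: substrate added to 50 nM final. Reads: 0 and 10 min. Analysis: normalized, Hill fit.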
# JMJD2A Tudor inh: qHTS Assay for Inhibitors of JMJD2A-Tudor Domain; AlphaScreen JMJD2A-Tudor / H3K4me3 peptide binding; Potency, µM (highest dose often 114 µM), inactives show at the top dose activity change, negative = inhibition, hits mostly inhibitors; Lysine-specific demethylase 4A (Homo sapiens), O75164; AID 504339, 2011; 390,000 compounds, 4.4% hits; also: % is scaled to controls: 0 for no effect and ±100 for the full control effect; nearly all actives have a fitted effect of over 50% in size
# G9a block: qHTS Assay for Inhibitors of Histone Lysine Methyltransferase G9a; Histone-lysine N-methyltransferase EHMT2 (Homo sapiens), Q96KQ7; G9a H3K9 monomethylation, AlphaScreen, 2 h; Potency, µM (titrated, usually from 102 µM), for the others: at the highest dose activity, negative = inhibition, hits mostly inhibitors; 350,000 compounds, 8.8% hits; AID 504332, 2011; also: % is scaled to controls: 0 for no effect and ±100 for the full control effect; nearly all actives have a fitted effect of over 75% in size
#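 Methyltransferase reactions run at room temperature for 2 h (20 nM enzyme, 500 nM biotin-H3K9 peptide, 20 uM SAM) after a 15 min compound preincubation; product detected by AlphaScreen beads and anti-H3K9me1 antibody.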
# APE1 inh: qHTS Assay for Inhibitors of the Human Apurinic/apyrimidinic Endonuclease 1 (APE1); DNA repair nuclease/redox regulator APEX1 (Homo sapiens), P27695; recombinant APE1, TAMRA/BHQ-2 abasic DNA cleavage fluorescence; 350,000 compounds, 0.35% hits; Potency, µM (doses to about 65.8 µM), for the others: at the top dose activity change, negative = inhibition, hits mostly inhibitors;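 also: plate controls were vehicle for no effect and reference inhibitor for full effect; nearly all actives have a fitted effect of over 55% in size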
#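 Step 1: APE1 (0.75 nM) with compound, 15 min RT. Step 2: add 50 nM fluorophore/quencher THF duplex. Step 3: three fluorescence reads 60 s apart (525/598 nm); read 3 minus read 1 = reaction progress.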
# BLM helicase inh: qHTS Assay for Inhibitors of Bloom's syndrome helicase (BLM) | recombinant BLM DNA unwinding, fluorescence dequenching | Potency, µM (highest dose often 56.1 µM), for the others: at the highest dose activity change, negative = inhibition, actives largely listed as inhibitors | 350,000 compounds, 0.2% hits | AID 2528, 2010;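 also: plate controls were vehicle for no effect and no enzyme for full effect; nearly all actives have a fitted effect of over 35% in size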
# BAZ2B block: qHTS Assay for Inhibitors of BAZ2B; Potency, µM (titrated, usually from 114 µM), for the others: at the top dose activity change, negative = inhibition, usual class: inhibitors; AID 504333, 2011; AlphaScreen BAZ2B-H3K14Ac peptide displacement; 360,000 compounds, 4.4% hits; also: % is scaled to controls: 0 for no effect and ±100 for the full control effect; nearly all actives have a fitted effect of over 60% in size
#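 AlphaScreen displacement of biotin-H3(5-23)K14Ac peptide (50 nM final) from BAZ2B (50 nM final) in PBS pH 7.4, 0.01% Tween-20; complex preformed 30 min RT, then compounds (top 110 uM) 30 min RT, beads 20 min dark.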
# Pol iota inh: qHTS for Inhibitors of Polymerase Iota. DNA polymerase iota (Homo sapiens), Q9UNA4. Pol iota fluorescent replication assay, 10 min. Potency, µM (series often up to 115 µM), inactives show top-dose activity, negative = inhibition, most hits filed as inhibitors. 390,000 compounds, 1% hits
#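 Pol iota at 10 nM preincubated 15 min with compounds at room temperature; reaction started with fluorescent substrate, 50 nM final. Fluorescence read kinetically at 0 and 10 min; buffer-only wells as negative control.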
# * marks the source's active call; other numbers are inactive results; ? = inconclusive; · = not tested or not shown; [ ] = another dose, or the depositor's remark. Calls follow the shape of the dose curve; as a rule, active = well fitted curve in the direction sought with a large enough effect; inconclusive = small, poorly fitted or top-dose-only effect, or another doubt; inactive = no such curve, though single readings can be large; an effect the other way counts as inactive or inconclusive. Potency is read from the fitted curve at half-maximal effect.
# Values run as follows: BLM helicase inh, JMJD2A Tudor inh, Pol iota inh, POLK inh, G9a block, APE1 inh, BAZ2B block, POLB inh, Pol eta inh
COc1cccc(/C=N/n2c(C3CCCCC3)n[nH]c2=S)c1O
 : -5%, 25µM*, 18%, -5%, 2.5µM*, 4%, -32%, 86%, -14%
CCOc1ccc(C2=C(C=C(C#N)C#N)C(c3ccccc3)c3ccccc3O2)cc1 (configuration not stated)
 : -9%, ?, 21%, -9%, -19%[59 µM], -2%, ?, 12%, -13%
Cn1nc(C(C)(C)C)cc1NC(=O)Nc1ccc(Cl)cc1
 : -5%, 0%, 3%, -10%, ·, 8%, -2%, -3%, -19%
O=[N+]([O-])c1ccc2[nH]cc(S(=O)(=O)N3CCN(c4cccc(Cl)c4)CC3)c2c1
 : -11%, -19%, -3%, -16%, 17%, 20%, -36%[57.1 µM], -17%, 3%
CC(Sc1nnc(-c2ccco2)n1C)C(=O)Nc1nccs1 (configuration not stated)
 : ·, 32µM*, -8%, 0%, -31%, 14%, -33%, ·, -2%
Cc1ccc(C(=O)N2CCCCC2)cc1S(=O)(=O)N1CCCCCC1
 : -3%, -12%, 54%[activator], -1%, -12%, 6%, -7%, 2%, -12%
CC(C)(C)c1nc2scc(-c3ccc(Br)cc3)c2c(=O)o1
 : -3%, 3%, 87%[activator], 7%, 7%, 0%, 3%, 8%, -2%
O=C1c2ccccc2[C@@H]2C[C@@H](O)[C@H](Nc3ccccc3Cl)CCN12
 : ·, -21%, 24%, -18%, ·, -5%, ·, ·, -20%
CC(=O)c1ccc(NC(=O)CCn2nc(C)c(S(=O)(=O)N3CCC(C)CC3)c2C)cc1
 : -1%, -11%, 9%, -6%[60.1 µM], 20%[59 µM], ·, 1%, 1%, -4%
COCCCN(C(=O)Nc1cccc(Cl)c1)C(C)c1ccccn1 (configuration not stated)
 : -1%, 40%[activator], 16%, -3%, 13%[59 µM], 2%, 0%, -21%, -10%
Cc1ccc(CSC2=NCCN2S(=O)(=O)c2ccc(F)cc2)cc1
 : -5%, 62%[activator], 10%, -15%, ·, -18%, 23%, -5%, -7%
CC(C)(C)OC(=O)N/N=C/c1c[nH]c2ccccc12
 : -1%, -11%, 17%, -7%, 18%[59 µM], 1%, 1%, 12%, -3%
O=C(Nc1ccc(C(=O)O)cc1)/C(=C\c1ccco1)NC(=O)c1ccco1
 : -2%, -23%, ?, -29%, 50µM*, 78%[activator], 18%, 2%, ?
Cc1c(N=c2scc(-c3ccccc3)n2CCO)c(=O)n(-c2ccccc2)n1C
 : 2%, -22%, 2%, -9%, ?, -3%, -12%, 9%, -10%
CCOC(=O)C1=NN(c2ccc([N+](=O)[O-])cc2)CC1C(=O)OC (configuration not stated)
 : -1%, -14%, 12%, -11%, -36%[59 µM], 7%, -34%, 3%, -7%

# Copied from the list:
# For APE1 inh, O=C1c2ccccc2[C@@H]2C[C@@H](O)[C@H](Nc3ccccc3Cl)CCN12 has -5%
# For POLK inh, COc1cccc(/C=N/n2c(C3CCCCC3)n[nH]c2=S)c1O has -5%

# Next results follow:
# Values run as follows: BLM helicase inh, JMJD2A Tudor inh, Pol iota inh, POLK inh, G9a block, APE1 inh, BAZ2B block, POLB inh, Pol eta inh
Cc1ccc(NC2CCCN(C(=O)Cc3nonc3C)C2)cc1C (configuration not stated)
 : -2%, -23%, ?, -5%, -39%[59 µM], 1%, ?, 31%, -1%
Cc1ccc(C(=O)CSc2cnc3ccccc3n2)cc1C
 : -9%, 71%[activator], 26%, -3%, ?, 2%, 23%, -12%, -21%
COc1ccc(S(=O)(=O)NCCN2CCOCC2)cc1Br
 : 1%, -2%, -25%, -10%, ·, -2%, -7%, 11%, -6%
COc1cc(NC(=O)CN(C)CCOc2ccccc2)c(C)cc1[N+](=O)[O-]
 : -9%, ?, 15%, 6%, -15%, 3%, -24%, -13%, -11%
COc1cccc(NC(=O)CN2C(=O)C3(OCCCO3)c3ccccc32)c1
 : -3%, -25%, -3%, -11%, 22%[59 µM], -3%, 7%, ?, -13%
CC1Cc2cc(S(=O)(=O)NCCc3ccccc3)ccc2N1C(=O)C1CC1 (configuration not stated)
 : -4%, -9%, 27%, -11%, -7%[59 µM], 98%[activator], -28%, -22%, -7%
O=C(O)/C=C/C(=O)NNC(=O)c1ccccc1Br
 : -2%, -34%, 3%, -11%, 11%[0.0925 µM], 13%, ?, -4%, 5%
CC1(C)CC(=O)C(C=NCCN2CCN(C3CC(=O)N(c4ccc(F)cc4)C3=O)CC2)=C(O)C1 (configuration not stated)
 : -1%, -5%, 176%[activator], 3%, -33%, 1%, -10%, 24%, -11%
CC1=C(C)C(=O)OC(C(C)C2CCC3C4CC=C5CC(OC6OC(COC7OC(CO)C(O)C(O)C7O)C(O)C(O)C6O)CC(O)C5(C)C4CCC23C)C1 (configuration not stated)
 : 2%, -16%, -20%, 4%, 2%[12.7 µM], -1%, -18%, 1%, -1%
CCCn1nc(C(=O)Nc2ccc3c(c2)OCCO3)c2ccccc2c1=O
 : ·, -17%, 6%, -3%, 42%[12.7 µM], 38%, -29%, ·, ?
CCOC(=O)c1ccc(NC(=O)Cn2c3ncccc3c(=O)n2-c2ccc(C)c(C)c2)cc1
 : -15%, -3%, 6%, -23%, 20%[59 µM], ·, -8%, ?, -13%
CCN(C(=O)CSc1nnc(C)n1-c1cccc(C)c1)C1CCS(=O)(=O)C1 (configuration not stated)
 : ·, 4%, 17%, 5%, 12%[2.33 µM], -8%, -4%, ·, -1%
O=C(O)c1cc(S(=O)(=O)N2CCCc3ccccc32)ccc1Cl
 : 0%, -11%, 26%, 5%, 25%[0.501 µM], -2%, -9%, 28%, -14%
COCCNC(=O)c1ccc2c(c1)nc(C)n2-c1cc(OC)c(OC)c(OC)c1
 : 1%, -5%, 13%, -15%, -1%[12.7 µM], 0%, -9%, -1%, -1%
COc1ccccc1NC(=O)CN(c1ccc(C23CC4CC(CC(C4)C2)C3)cc1)S(C)(=O)=O
 : -11%, -22%, -14%, -15%, 21%[2.33 µM], -6%, -4%, 33%, -18%

# A section from further up, for reference:
# Values run as follows: BLM helicase inh, JMJD2A Tudor inh, Pol iota inh, POLK inh, G9a block, APE1 inh, BAZ2B block, POLB inh, Pol eta inh
COc1cccc(NC(=O)CN2C(=O)C3(OCCCO3)c3ccccc32)c1
 : -3%, -25%, -3%, -11%, 22%[59 µM], -3%, 7%, ?, -13%
CC1Cc2cc(S(=O)(=O)NCCc3ccccc3)ccc2N1C(=O)C1CC1 (configuration not stated)
 : -4%, -9%, 27%, -11%, -7%[59 µM], 98%[activator], -28%, -22%, -7%
O=C(O)/C=C/C(=O)NNC(=O)c1ccccc1Br
 : -2%, -34%, 3%, -11%, 11%[0.0925 µM], 13%, ?, -4%, 5%
CC1(C)CC(=O)C(C=NCCN2CCN(C3CC(=O)N(c4ccc(F)cc4)C3=O)CC2)=C(O)C1 (configuration not stated)
 : -1%, -5%, 176%[activator], 3%, -33%, 1%, -10%, 24%, -11%
CC1=C(C)C(=O)OC(C(C)C2CCC3C4CC=C5CC(OC6OC(COC7OC(CO)C(O)C(O)C7O)C(O)C(O)C6O)CC(O)C5(C)C4CCC23C)C1 (configuration not stated)
 : 2%, -16%, -20%, 4%, 2%[12.7 µM], -1%, -18%, 1%, -1%
CCCn1nc(C(=O)Nc2ccc3c(c2)OCCO3)c2ccccc2c1=O
 : ·, -17%, 6%, -3%, 42%[12.7 µM], 38%, -29%, ·, ?
CCOC(=O)c1ccc(NC(=O)Cn2c3ncccc3c(=O)n2-c2ccc(C)c(C)c2)cc1
 : -15%, -3%, 6%, -23%, 20%[59 µM], ·, -8%, ?, -13%
CCN(C(=O)CSc1nnc(C)n1-c1cccc(C)c1)C1CCS(=O)(=O)C1 (configuration not stated)
 : ·, 4%, 17%, 5%, 12%[2.33 µM], -8%, -4%, ·, -1%
O=C(O)c1cc(S(=O)(=O)N2CCCc3ccccc32)ccc1Cl
 : 0%, -11%, 26%, 5%, 25%[0.501 µM], -2%, -9%, 28%, -14%
COCCNC(=O)c1ccc2c(c1)nc(C)n2-c1cc(OC)c(OC)c(OC)c1
 : 1%, -5%, 13%, -15%, -1%[12.7 µM], 0%, -9%, -1%, -1%

# (next part)
# Values run as follows: BLM helicase inh, JMJD2A Tudor inh, Pol iota inh, POLK inh, G9a block, APE1 inh, BAZ2B block, POLB inh, Pol eta inh
CC(C(=O)NCC1CCCCC1)N(C)Cc1ccc(Cl)cc1 (configuration not stated)
 : -1%, 7%, 14%, -4%, -36%, -9%, 0%, 3%, -26%
CCN(CC)C1CCN(Cc2c(C(=O)N3CCCCCCC3)nc3ccc(Cl)cn23)C1 (configuration not stated)
 : 1%, -27%, 24%, -7%, 15%, 3%, -17%, 12%, -21%
CC1CC(c2ccccc2)NS(=O)(=O)O1 (configuration not stated)
 : 0%, 7%, -11%, 4%, 15%, 28%, -4%, 4%, -14%
O=C1/C(=C/c2ccccc2[N+](=O)[O-])COc2ccccc21
 : -3%, ?, ?, -14%, ?, -6%, ?, 32%, ?
Cc1ccc(SCCC(=O)Nc2ccc(OCc3ccccc3)cc2)cc1
 : 1%, -12%, -3%, -6%, 11%[59 µM], 4%, -7%, 0%, -2%
O=C(NCc1ccncc1)Nc1ccccc1
 : 0%, 6%, 6%, 6%, -7%, 2%, 8%, 1%, 1%

# Bioassay records: PubChem, National Center for Advancing Translational Sciences (NCATS)

# This is a subset; the hit share may differ from the screen's.
